SIAE inh: human SIAE inhibitors, primary screen, biochemical, fluorescence polarization, FP-Rh probe, 1536-well HTS | SIAE FP-Rh probe binding | AID 1053197, 2014 | 370,000 compounds, 0.69% hits | inhibition, % at 9.66 µM | Sialate O-acetylesterase (Homo sapiens), Q9HAT2;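 active = inhibition above a cutoff: mean of compounds within the control limits plus 3 SD of those, cut at about 17% in these data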;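 also: 0% = plate median of compound wells and 100% = probe without SIAE protein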
DDE Tn6 FP inh: inhibitors of Tn6 peptide binding to fibrin DD(E), primary screen, biochemical, fluorescence polarization, human fibrin, Tn6 probe. Fibrin DD(E) TRITC-Tn6 fluorescence polarization displacement. Fibrinogen beta chain (Homo sapiens), P02675. inhibition, % at 8.3 µM. 370,000 compounds, 0.21% hits. AID 720509, 2013;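 active = inhibition above a per-campaign cutoff: mean of compounds within control limits plus 3 SD, cut at about 15% in these data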;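 also: 0% = median of all compound wells on the plate and 100% = blocking peptide control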
KLK7 zymogen act: proKLK7 zymogen activators, primary screen, biochemical, fluorescence intensity; Kallikrein-7 (Homo sapiens), P49862; purified proKLK7, EDANS-DABCYL substrate fluorescence; 100% is mature enzyme control, 0% vehicle; activation, % at 7 µM; 370,000 compounds, 0.9% hits; AID 652039, 2013;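 active = activation above the mean of all tested compounds plus 3 SD, computed per campaign excluding outliers beyond control limits, cut at about 13% in these data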
Target sequence (P49862 whole entry, looked up): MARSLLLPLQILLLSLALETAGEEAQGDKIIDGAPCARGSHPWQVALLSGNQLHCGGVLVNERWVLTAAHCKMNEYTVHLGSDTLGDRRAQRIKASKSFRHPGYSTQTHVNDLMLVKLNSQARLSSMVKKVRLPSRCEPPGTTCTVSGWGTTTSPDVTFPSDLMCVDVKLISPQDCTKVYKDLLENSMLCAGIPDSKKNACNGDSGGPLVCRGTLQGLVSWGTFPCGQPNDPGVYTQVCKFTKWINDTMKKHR
UHRF1 MBD2 ctr: UHRF1 methylated DNA binding inhibitors, primary screen, counter-screen for MBD2 inhibitor project, biochemical, TR-FRET, human UHRF1, single concentration | E3 ubiquitin-protein ligase UHRF1 (Homo sapiens), Q96T88 | UHRF1 binding to methylated oligo | inhibition, % at 4.4 µM | 370,000 compounds, 0.75% hits; in the data active = inhibition above about 21%;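 also: UHRF1 SRA domain binding a hemimethylated CpG hairpin DNA probe; 0% = median of test compound wells and 100% = reference inhibitor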
TCR-CD3 inh: inhibitors of human TCR-CD3 interaction, primary screen, biochemical, fluorescence, TAMRA-labeled TCR probe; T-cell receptor (TCR); inhibition, % at 9.4 µM; 360,000 compounds, 0.37% hits; AID 651800, 2012; in the data active = inhibition above about 19%;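 also: recombinant mutant TCR 2C K166C tagged with TAMRA read by polarization; 0% = receptor in buffer alone and 100% = receptor with positive control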
DDE Tn7 FP inh: inhibitors of Tn7 peptide binding to fibrin DD(E), primary screen, biochemical, fluorescence polarization, human fibrin, Tn7 probe. Fibrinogen beta chain (Homo sapiens), P02675. FP displacement of FITC-Tn7 peptide from fibrin DD(E); 0% = median of compound wells per plate. inhibition, % at 8.3 µM. 370,000 compounds, 0.13% hits. AID 720508, 2013;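 active = inhibition above the mean of compounds falling within the control limits plus 3 SD of them, cut at about 14% in these data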;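 also: 0% = plate median of compound wells and 100% = 10 µM Aha-Tn7 peptide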
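system = human fibrin DD(E) protein | quantity = DD(E) 2 µM final | medium = Tris/NaCl/CaCl2 buffer, pH 7.8 | also added = labelled Tn7 tracer, 0.1 µM | compound dosing = single point at 8.3 µM | timing = compound with protein 10 min, then 3 h after probe, room temperature | signal = FP measurement | benchmarks = Aha-Tn7 high control | repeats = one replicate per compound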
MBD2 inh: inhibitors of MBD2 binding to methylated DNA, primary screen, biochemical, TR-FRET, DNA-binding domain, human; Methyl-CpG-binding domain protein 2 (Homo sapiens), Q9UBB5; MBD2 binding to methylated oligonucleotide; inhibition, % at 4.4 µM; 370,000 compounds, 0.31% hits; AID 686964, 2013; in the data active = inhibition above about 13%
Target sequence (Q9UBB5 whole entry, looked up, the tested form may be a part): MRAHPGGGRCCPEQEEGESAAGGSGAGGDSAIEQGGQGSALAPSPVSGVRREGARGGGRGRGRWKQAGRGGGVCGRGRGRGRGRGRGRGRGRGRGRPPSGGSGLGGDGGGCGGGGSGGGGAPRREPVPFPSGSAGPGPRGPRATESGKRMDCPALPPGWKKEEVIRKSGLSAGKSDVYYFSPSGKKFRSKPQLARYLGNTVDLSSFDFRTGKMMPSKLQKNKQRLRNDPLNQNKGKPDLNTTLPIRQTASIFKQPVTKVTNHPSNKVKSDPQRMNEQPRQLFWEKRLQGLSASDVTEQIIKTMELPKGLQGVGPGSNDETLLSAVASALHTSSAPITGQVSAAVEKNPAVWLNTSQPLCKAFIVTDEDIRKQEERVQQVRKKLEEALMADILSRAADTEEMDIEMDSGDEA
LEDGF integ inh: blockers of LEDGF/p75-dependent integrase strand transfer – biochemical, TR-FRET, high throughput, primary screen | inhibition, % at 3.7 µM | TR-FRET IN-LEDGF/p75 DNA integration, Eu/Cy5 | HIV-1 integrase (with human LEDGF/p75) | 370,000 compounds, 0.64% hits;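 active = inhibition above the screen-wide mean plus 3 SD, cut at about 13% in these data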;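 also: signal is the Cy5 over europium emission ratio at 671 and 618 nm; 0% = plate median of compound wells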
TDP2 absorb: human TDP2 enzyme inhibitors, primary screen, biochemical, epi absorbance, recombinant enzyme; Tyrosyl-DNA phosphodiesterase 2 (Homo sapiens), O95551; T5PNP hydrolysis, p-nitrophenol absorbance 415 nm; inhibition, % at 12.8 µM; 370,000 compounds, 0.34% hits;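 active = inhibition above the mean of all tested compounds plus 3 SD, set per campaign, cut at about 25% in these data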;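 also: 0% = DMSO with enzyme and 100% = buffer with substrate but no TDP2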
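Evaluation: % inhibition relative to enzyme-containing and enzyme-free wells. Material: recombinant human TDP2. Benchmarks: enzyme-free and DMSO wells. Timing: enzyme reaction with compound for 2 h at 37 °C. Compound dosing: 12.8 µM only. Measured by: p-Nitrophenol epi absorbance. Reagent: T5PNP substrate at 5 mM, a TopII-DNA adduct mimic. Replication: single well per compound.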
PRMT1 FP inh: PRMT1 methyltransferase inhibitors, primary screen, biochemical, fluorescence polarization; Protein arginine N-methyltransferase 1 (Homo sapiens), Q99873; recombinant PRMT1, activity-based probe fluorescence polarization; 370,000 compounds, 1.3% hits; inhibition, % at 2.79 µM; AID 652257, 2013;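 active = inhibition above about 21% made by adding two undisclosed values, limit read from the data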
Target sequence (Q99873 whole entry, looked up): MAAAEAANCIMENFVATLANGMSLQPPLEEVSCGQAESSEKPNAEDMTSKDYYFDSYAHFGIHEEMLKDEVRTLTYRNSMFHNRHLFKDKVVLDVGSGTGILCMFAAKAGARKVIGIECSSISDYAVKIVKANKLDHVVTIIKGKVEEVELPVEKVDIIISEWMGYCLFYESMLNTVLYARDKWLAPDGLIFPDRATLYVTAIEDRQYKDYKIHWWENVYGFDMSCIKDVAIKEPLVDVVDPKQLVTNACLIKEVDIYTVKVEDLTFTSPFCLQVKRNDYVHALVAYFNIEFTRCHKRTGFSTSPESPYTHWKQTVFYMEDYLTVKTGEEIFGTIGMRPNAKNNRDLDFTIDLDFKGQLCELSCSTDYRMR
* = called active by the depositor; nt = no result given.

The opening three records (preview)
SMILES | SIAE inh | DDE Tn6 FP inh | KLK7 zymogen act | UHRF1 MBD2 ctr | TCR-CD3 inh | DDE Tn7 FP inh | MBD2 inh | LEDGF integ inh | TDP2 absorb | PRMT1 FP inh
CS(=O)(=O)N1CCc2nc(-c3ccccc3)sc2C1 | 2 | -3 | -0.1 | 4 | -2 | 1 | 9 | -3 | 9 | 6
COCCCN(C(=S)NC(=O)C(C)(C)C)c1c(N)n(Cc2ccccc2)c(=O)[nH]c1=O | 4 | 3 | -1.0 | 5 | -3 | 4 | -3 | -4 | -2 | 9
O=C(O)c1ccc(S(=O)(=O)Cc2ccccc2)cc1 | 3 | -3 | -0.3 | 4 | 5 | -8 | -2 | 5 | 3 | 25*

Results, from the start:
SMILES | SIAE inh | DDE Tn6 FP inh | KLK7 zymogen act | UHRF1 MBD2 ctr | TCR-CD3 inh | DDE Tn7 FP inh | MBD2 inh | LEDGF integ inh | TDP2 absorb | PRMT1 FP inh
CS(=O)(=O)N1CCc2nc(-c3ccccc3)sc2C1 | 2 | -3 | -0.1 | 4 | -2 | 1 | 9 | -3 | 9 | 6
COCCCN(C(=S)NC(=O)C(C)(C)C)c1c(N)n(Cc2ccccc2)c(=O)[nH]c1=O | 4 | 3 | -1.0 | 5 | -3 | 4 | -3 | -4 | -2 | 9
O=C(O)c1ccc(S(=O)(=O)Cc2ccccc2)cc1 | 3 | -3 | -0.3 | 4 | 5 | -8 | -2 | 5 | 3 | 25*
Cc1ccc(F)cc1NC(=O)Cc1ncc(C(F)(F)F)cc1Cl | 3 | -3 | 0.1 | -1 | -1 | 0 | 2 | 0 | 5 | -1
COc1ccc(Nc2nccc(OC)c2C#N)cc1 | 4 | 4 | -0.9 | -2 | 3 | -1 | -7 | 1 | 9 | 1
CCOC(=O)c1c(N=CN(C)C)c2cc([N+](=O)[O-])cnc2n1C | -2 | 3 | -0.2 | -4 | 6 | -2 | -2 | 3 | -9 | -3
O=C(c1ccncc1)N1CCN(S(=O)(=O)c2ccccc2F)CC1 | -3 | 0 | 0.5 | 4 | 0 | -4 | -1 | -1 | -7 | -4
NC(=O)COc1ccc(Nc2nnc(-c3ccc(O)cc3)c3ccccc23)cc1 | 0 | 5 | 0.6 | 1 | -1 | -5 | 0 | 1 | -13 | 1
O=C(Nc1ccc2c(c1)ncn2C1CCCCC1)c1ccco1 | 5 | -1 | -0.3 | 1 | -13 | -3 | 3 | 2 | -3 | 0
CC1=C(C(=O)Nc2ccc(C(=O)N3CCN(c4cccc(Cl)c4)CC3)cc2)SCCO1 | -4 | 2 | 1.1 | 1 | 3 | -4 | 0 | -2 | -6 | -9
Brc1ccc(NCc2nnc3n2CCCCC3)cc1 | -1 | 1 | -0.6 | -2 | 9 | 3 | 1 | -2 | 0 | -2
COc1ccc(-c2ccc(C(C)=O)cc2)cc1[C@H]1[C@@H]2C=CCC[C@@]2(C)C(=O)N1Cc1ccccc1 | -1 | 2 | -5.7 | 1 | 3 | 0 | 3 | -1 | 5 | 2
Cc1ccc(S(=O)(=O)NC2(C(F)(F)F)NC(=O)N(CCc3ccccc3)C2=O)cc1 (stereo not drawn) | -2 | 2 | -0.1 | 2 | -1 | -3 | 0 | -3 | 0 | -2
S=C(NCc1cccnc1)Nc1ccc2c(c1)OCO2 | 10 | 0 | 0.4 | -2 | 5 | 2 | -6 | 2 | 15 | 1
CC(C)C(NC(=O)c1cccs1)c1nnc(SCC(=O)Nc2nccs2)n1C (stereo not drawn) | -2 | -8 | 0.0 | 10 | 0 | 1 | -2 | 6 | 0 | -2
O=C(NCc1ccccc1F)C1CCCN1C(=O)Nc1ccc(Cl)cc1 (stereo not drawn) | 1 | 4 | 0.5 | -1 | 2 | -5 | -5 | 0 | 7 | -2
Cc1ccnc(OC(C(=O)O)C(OCc2ccccc2)(c2ccc(F)cc2)c2ccc(F)cc2)n1 (stereo not drawn) | -7 | 1 | -0.4 | 2 | -4 | -1 | 5 | -2 | 5 | -1
COc1ccc(CN2CCC(CNC(=O)NC3CCCCC3)CC2)cc1 | 3 | 2 | 0.3 | -2 | -4 | 4 | 2 | 4 | 2 | -3
Cc1cccn2c(CN[C@H]3CCCCNC3=O)c(C(=O)N3CCOCC3)nc12 | -5 | 12 | -1.1 | 3 | 0 | 1 | 0 | 0 | 3 | 3
OCCNCc1ccc(OC2CCCC2)cc1 | -1 | 3 | 0.2 | 0 | -3 | -7 | 1 | -3 | 9 | -3
COc1ccccc1OCCC(=O)OCC(=O)NCc1ccc(F)cc1 | 2 | -5 | 0.3 | 2 | 2 | -5 | -6 | 4 | -6 | -4
Cc1ccccc1NC(=O)c1cc(S(=O)(=O)N2CCOCC2)cn1C | 8 | -3 | 0.8 | 1 | 2 | 4 | 4 | 0 | -4 | -4
Cc1nn(Cc2ccc(Cl)cc2)c(=O)n1N(C)c1ncc(C(F)(F)F)cc1Cl | 1 | 7 | 1.1 | 6 | -4 | -2 | 0 | 2 | -8 | 2
O=c1c2cn[nH]c2[nH]c(=S)n1-c1ccccc1 | 3 | 7 | -0.7 | 0 | -6 | 13 | 2 | 1 | 15 | 8
COc1ncnc2c1ncn2CCCN1CCN(c2ncccn2)CC1 | 0 | -1 | 0.2 | -1 | 7 | -8 | 7 | -2 | 5 | 4
CCN(CC)c1ccc(C(=O)NNC(=O)C2CSC3(C)CCC(=O)N23)cc1 (stereo not drawn) | 1 | -5 | -0.3 | -2 | 3 | -1 | -2 | -3 | -13 | -2
Cc1cccc(C)c1N1C(=O)CC(N2CCSCC2)C1=O (stereo not drawn) | -3 | -4 | -0.1 | 1 | -4 | -3 | 3 | -3 | 0 | 12
Cc1ccc(-c2csc3ncnc(N4CCN(C(=O)c5ccco5)CC4)c23)cc1 | -10 | -6 | 0.2 | -2 | -1 | 2 | 2 | -4 | 1 | 4
CCOc1ccc(C2c3cc(OC)c(OC)cc3CC(=O)N2c2ccc(OC)cc2)cc1 (stereo not drawn) | -1 | 6 | 0.5 | -4 | -4 | 0 | -5 | 3 | 2 | 1
CCOC(=O)C1CCCN(S(=O)(=O)c2ccc(S(=O)(=O)N(CC)CC)cc2)C1 (stereo not drawn) | -1 | 2 | 0.6 | 1 | -2 | 0 | -4 | 6 | 7 | 2
NS(=O)(=O)c1cccc(C(=O)N2CCCc3ccccc32)c1 | 1 | 1 | -0.1 | -2 | -3 | 0 | -1 | 3 | 3 | -3
Cc1cc(=O)oc2c(C)c(OC(C)C(=O)Nc3ccc(N4CCC(C)CC4)cc3)ccc12 (stereo not drawn) | 6 | 0 | 0.0 | -2 | -2 | 1 | -6 | 1 | 22 | -1
COC(=O)c1ccc(Oc2c(C)oc3cc(OCc4cnn(-c5ccccc5)c4)ccc3c2=O)cc1 | -6 | 8 | 0.1 | -2 | 5 | -4 | -3 | -1 | 5 | 0
CN1CCN(S(=O)(=O)c2ccc(NCc3ccc4c(c3)OCO4)nc2)CC1 | -2 | 2 | 1.1 | 1 | 6 | -8 | 3 | 0 | 8 | 0
CC(C)CNc1cccc2c1S(=O)(=O)N(Cc1cn(Cc3ccc(F)cc3)nn1)Cc1ccccc1O2 | 1 | 3 | -10 | 2 | nt | 4 | 2 | -2 | -5 | 1
CC(=O)Nc1ccc(S(=O)(=O)NCc2ccc(C)n2C)cc1 | 3 | 2 | 0.0 | -1 | 1 | -10 | -4 | -2 | -14 | 1
COc1ccccc1CCc1nnc(CCC(=O)NC(C)Cc2cccs2)o1 (stereo not drawn) | 7 | 3 | -0.7 | -1 | -1 | 0 | -1 | -2 | -3 | -1
Cc1nn(-c2ccccc2)c(C)c1C(=O)Nc1nnc(-c2ccco2)o1 | 3 | -5 | -0.5 | -2 | 6 | -3 | -4 | 2 | 7 | -1
Cc1cc(C)n2nc(S(=O)(=O)N(C)Cc3ccccc3)nc2n1 | -1 | 1 | -0.2 | 0 | 6 | -6 | -1 | 2 | -4 | 1
COCCN(C(=O)c1cccc(N2C(=O)CCC2=O)c1)c1nc(-c2ccc([N+](=O)[O-])cc2)cs1 | 1 | 2 | 0.6 | -2 | 3 | -6 | -5 | 0 | 15 | -1
CCOC(=O)N1CCN(C(=O)CCNS(=O)(=O)c2ccccc2)CC1 | -5 | 5 | 0.4 | 22* | 5 | 2 | 1 | 0 | -5 | -3
COc1ccc(Cl)cc1S(=O)(=O)NC1CC(C)(C)NC(C)(C)C1 | -3 | -9 | 0.7 | 3 | 0 | -1 | 3 | 1 | 0 | -5
Cc1c(NC(=S)NC(=O)COc2ccccc2)c(=O)n(-c2ccccc2)n1C | 6 | -7 | -0.6 | 0 | 6 | 1 | 2 | -3 | 5 | -1
C[C@@H](NC(=O)[C@H]1O[C@@H](n2cnc3c(N)ncnc32)[C@H](O)[C@@H]1O)c1cccc2ccccc12 | 0 | 2 | -0.1 | -1 | 1 | 0 | -2 | -2 | -3 | -4
CC(OC(=O)c1ccc(CN2CCCC2=O)cc1)C(=O)Nc1ccc(Cl)cc1 (stereo not drawn) | 4 | -2 | 0.2 | -1 | 8 | -2 | -4 | 1 | -11 | -1
CC(=O)NC(Cc1ccc(F)c(F)c1)C(=O)NC1CCN(C(=O)c2ccc(C)cc2)CC1 (stereo not drawn) | -2 | 1 | 0.0 | 0 | 0 | 2 | 1 | -3 | 11 | -3
COc1ccc(-c2cc3nc(C)n(N)c(=O)c3s2)cc1 | -5 | 5 | 1.1 | -2 | 6 | -6 | -3 | 3 | -5 | -8
O=C(C(=O)N1CCC(CNS(=O)(=O)c2ccccc2OC(F)(F)F)CC1)c1cccs1 | -5 | -7 | 0.0 | 27* | -6 | 3 | 28* | 3 | 2 | 4
O=C(N/C(=C/c1ccco1)C(=O)N1CCCC1)c1cccs1 | -2 | 5 | 1.0 | -1 | 1 | -8 | -4 | 3 | -2 | 20

Assay outcomes deposited in PubChem by The Scripps Research Institute Molecular Screening Center.
